High-throughput results from PubChem BioAssay.
ROMK primary = ROMK potassium channel modulators, primary screen, cell-based, thallium flux, MLSMR library; ATP-sensitive inward rectifier potassium channel 1 (Homo sapiens), P48048; B-score at 10 µM; Tet-inducible ROMK, thallium flux fluorescence; actives lie on both sides; actives 2% (n = 130,000);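 active means signal ratio slope over the read window, or its plate-corrected B-score, at least 3 SD from the plate mean, either direction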;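 further: B-score of the F/F0 ratio slope over 7 to 12 s after thallium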
PPARg SRC1 recr = PPARgamma agonists recruiting SRC-1 coactivator, primary screen, biochemical. Peroxisome proliferator-activated receptor gamma (Homo sapiens), P37231. PPARgamma-SRC-1 coactivator recruitment biochemical assay. activation, % at 8 µM. actives 0.41% (n = 200,000). AID 631, 2007; in the data active means activation above about 19%;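 further: 0% = DMSO and 100% = reference agonist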
Target sequence (P37231 whole entry, looked up): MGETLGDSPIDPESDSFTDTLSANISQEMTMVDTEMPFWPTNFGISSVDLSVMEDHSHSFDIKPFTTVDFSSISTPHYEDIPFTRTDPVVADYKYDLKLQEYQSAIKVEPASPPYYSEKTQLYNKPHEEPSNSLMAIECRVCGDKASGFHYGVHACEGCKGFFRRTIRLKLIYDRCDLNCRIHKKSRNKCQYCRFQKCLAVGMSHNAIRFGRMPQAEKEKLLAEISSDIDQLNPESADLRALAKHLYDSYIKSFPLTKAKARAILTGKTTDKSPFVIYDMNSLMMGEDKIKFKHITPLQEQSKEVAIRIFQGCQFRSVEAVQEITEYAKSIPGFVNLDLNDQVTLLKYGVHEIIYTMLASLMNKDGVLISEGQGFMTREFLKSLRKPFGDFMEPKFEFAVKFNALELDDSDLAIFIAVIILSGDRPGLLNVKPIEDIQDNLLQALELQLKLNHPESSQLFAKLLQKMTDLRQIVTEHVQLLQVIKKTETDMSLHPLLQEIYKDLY
PPARg SRC-2 ag = agonists of PPARg-SRC-2 recruitment, primary screen, biochemical, HTS; AID 1032, 2008; PPARgamma LBD-SRC-2 recruitment; actives 0.34% (n = 200,000); activation, % at 8 µM; Peroxisome proliferator-activated receptor gamma (Homo sapiens), P37231; in the data active means activation above about 22%;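 further: 0% = vehicle and 100% = reference agonist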
Lmaj promast = Leishmania major promastigote growth inhibition, primary screen; AID 1063, 2008; actives 9% (n = 200,000); inhibition, % at 10 µM; Leishmania major promastigotes, resazurin fluorescence viability; in the data active means inhibition above about 50%;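 further: promastigotes grown with compound for 44 hours at 28 °C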
S1P3 antag = S1P3 receptor antagonists, primary screen, cell-based. Sphingosine 1-phosphate receptor 3 (Homo sapiens), Q99500. CHO S1P3 NFAT-BLA reporter, FRET fluorescence, antagonist mode. inhibition, % at 4.98 µM. actives 0.27% (n = 170,000). AID 485, 2006;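 active means inhibition above the plate cutoff, the mean inhibition of test wells on that plate plus 3 SD, cut at about 28% in these data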;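 further: cells challenged with S1P at its EC80 of 0.8 µM; blue over green emission ratio from cleaved BLA substrate after 4 h stimulation; 0% = S1P-stimulated wells and 100% = unstimulated DMSO-only wells; some compounds past the cut are filed as inactive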
Target sequence (Q99500 whole entry, looked up): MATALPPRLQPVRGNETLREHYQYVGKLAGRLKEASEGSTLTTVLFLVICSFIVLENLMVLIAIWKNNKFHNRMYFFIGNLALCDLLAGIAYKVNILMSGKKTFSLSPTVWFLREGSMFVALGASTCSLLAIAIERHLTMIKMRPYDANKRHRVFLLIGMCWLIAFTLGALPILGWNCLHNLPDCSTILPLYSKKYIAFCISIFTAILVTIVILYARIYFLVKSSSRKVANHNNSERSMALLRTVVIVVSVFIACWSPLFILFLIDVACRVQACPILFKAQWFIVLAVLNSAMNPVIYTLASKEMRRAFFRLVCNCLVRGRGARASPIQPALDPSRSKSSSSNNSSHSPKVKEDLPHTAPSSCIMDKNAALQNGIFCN
TLR4 MyD88 comp = inhibitors of TLR4-MyD88 association in cells, primary screen, cell-based, HeLa CL3-4, BLA complementation, FRET ratio. Toll-like receptor 4 (Homo sapiens) + Myeloid differentiation primary response protein …. HeLa CL3-4 TLR4/MyD88 BLA complementation. inhibition, % at 8.4 µM. actives 0.18% (n = 200,000). AID 861, 2007; in the data active means inhibition above about 25%;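 further: 0% = vehicle and 100% = reference inhibitor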
bIAP inh = bovine intestinal alkaline phosphatase inhibitors, primary screen, selectivity assay for TNAP inhibitor project, biochemical, bovine IAP, CDP-star luminescence; alkaline phosphatase, intestinal [Bos taurus]; purified bovine IAP, 30 min; inhibition, % at 20 µM; 190,000 tested, under 10 active; AID 1019, 2008;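 active means over 50% inhibition of intestinal alkaline phosphatase at 20 µM in the single-dose screen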
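Incubation: 30 min reaction at room temperature / Material: purified bovine intestinal alkaline phosphatase (IAP) enzyme / Input: enzyme at 1/65,000,000 dilution / Dosing: 20 µM single dose / Signal: CDP-star luminescence signal / Reagent: CDP-star chemiluminescent phosphatase substrate, 30 µM final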
SRC2 TRFRET art = TR-FRET signal artefacts, primary screen, artefact control for PPARgamma SRC-2 agonist project, biochemical. TR-FRET artefact counter-screen; hits give high values. TR-FRET ratio at 8 µM. actives 0.4% (n = 200,000); in the data active means TR-FRET ratio above about 2000; further: inactives centre near 1500
bIAP activator = bovine intestinal alkaline phosphatase activators, primary screen, biochemical, bovine IAP, CDP-star luminescence. alkaline phosphatase, intestinal [Bos taurus]. purified bovine IAP, 30 min; hits give high values; fold of DMSO-control signal, blank-subtracted. activation factor at 20 µM. actives 0.17% (n = 200,000). AID 1016, 2008;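 active means activation factor of 2 or more at 20 µM, a signal rise over negative controls twice the positive control's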
Redox H2O2 prof = compounds producing H2O2 with reducing agent – biochemical, NIH compound library profiling, artefact control for MLSCN library redox annotation, primary screen. DTT-dependent redox cycling H2O2, phenol red/HRP absorbance; 100% = 100 µM peroxide control, 0% = buffer. activation, % at 10 µM. actives 0.03% (n = 200,000);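 active means activation of at least 50% relative to the plate's high and low controls in the primary single-dose screen; inactive means activation below 50%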;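 further: compound incubated with DTT at 0.8 mM final as the reducing agent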
PPARg SRC-3 ag = PPARgamma agonists recruiting SRC-3 coactivator, primary screen, biochemical; AID 731, 2007; biochemical PPARgamma/SRC-3 coactivator recruitment assay; actives 0.26% (n = 200,000); activation, % at 8 µM; in the data active means activation above about 23%;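 further: 0% = DMSO and 100% = reference agonist; some compounds past the cut are filed as inactive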
Active calls of the source: *; x = no result given.

1	C=CCN(CC=C)Cc1ccc(C(=O)OC)o1
2	COCCNC(=O)C(c1cccs1)N(C(=O)Cn1nnc2ccccc21)c1ccc(OC)cc1 (stereo not drawn)
3	CC(=N[C@@H]1CCCC[C@H]1N=C(C)c1ccccc1O)c1ccccc1O
4	Cc1cc(Nc2ncc(Cl)cc2Cl)n(-c2ccccn2)n1
5	O=C1C=C(NCc2ccco2)CC(c2ccc(Cl)cc2)C1 (stereo not drawn)
6	COc1ccc(OCCC(=O)N2CCOCC2)cc1
7	COC(=O)CSc1[nH]c2ccc(Br)cc2c1[N+](=O)[O-]
8	CN(C)c1nc(N)c([N+](=O)[O-])c(NCCO)n1

Screen / compound no.,1,2,3,4,5,6,7,8
ROMK primary,x,0.17,0.32,x,x,0.87,-1.5,-0.17
PPARg SRC1 recr,3,1,0,5,-2,0,8,8
PPARg SRC-2 ag,3,5,9,4,12,-2,5,11
Lmaj promast,-2,1,-4,-7,17,11,-2,-6
S1P3 antag,x,x,12,x,x,-17,-4,8
TLR4 MyD88 comp,-2,0,-5,5,4,-7,-10,-16
bIAP inh,6,-9,5,2,16,2,2,8
SRC2 TRFRET art,1634,1522,1390,1616,1502,1517,1629,1526
bIAP activator,0.9,1.1,0.9,1,0.8,1,1,0.9
Redox H2O2 prof,0.7,0.4,0.0,-0.1,0.2,0.0,0.0,-0.2
PPARg SRC-3 ag,-2,-4,1,-2,7,-1,2,1

9	CCOc1ccc(OCC)c(NC(=O)CCSCCc2ccccn2)c1
10	CC(C)N(C(=O)COC(=O)c1ccccc1C(=O)N1CCN(c2ccc(F)cc2)CC1)C(C)C
11	N/C(=N\OC(=O)CCC1CCCC1)c1cccc([N+](=O)[O-])c1
12	CC1CC(CC(=O)NNc2nc(-c3ccccc3)cs2)C(=O)O1 (stereo not drawn)
13	Cc1ccc(-c2c3c(=O)n(C)c(=O)n(C)c3c3nnc4ccccc4n23)cc1
14	c1ccc([C@H]2CC3C[C@@H](c4ccccc4)N2O3)cc1
15	O=S(=O)(NCc1ccccc1F)c1cccc(S(=O)(=O)N2CCOCC2)c1
16	COc1ccc(NC(=O)CN(C)CC(=O)Nc2cccc(C(F)(F)F)c2)cc1

Screen / compound no.,9,10,11,12,13,14,15,16
ROMK primary,0.27,x,x,0.35,-0.17,x,x,-0.34
PPARg SRC1 recr,1,-1,2,-3,6,3,-1,13
PPARg SRC-2 ag,-2,7,-3,6,8,2,-3,-3
Lmaj promast,4,-2,3,32,-1,-4,11,6
S1P3 antag,9,-4,-2,-8,-10,x,-4,26
TLR4 MyD88 comp,8,-2,-10,-13,-14,8,-10,-9
bIAP inh,-3,-4,-1,-32,x,-8,3,1
SRC2 TRFRET art,1539,1526,1539,1510,1579,1682,1563,1563
bIAP activator,1,1,1,1.3,x,1.1,1,1
Redox H2O2 prof,0.6,2.8,0.4,-0.9,0.9,-4.8,0.0,-0.2
PPARg SRC-3 ag,-2,4,0,-1,6,1,-1,0

17	COc1ccc(S(=O)(=O)NC(C)C(=O)Nc2cccc(C(C)=O)c2)cc1 (stereo not drawn)
18	COC(=O)c1ccnc(/C=N/O)c1
19	CCOc1cc(C)nc(N2CCC(C(=O)Nc3ccccc3OCC)CC2)n1
20	COc1ccc(C(=O)C(CN2CCCC2)c2ccccc2)cc1 (stereo not drawn)
21	C#CCOCCOCCOCCNc1nc(N2CCN(C(=O)[C@H]([C@@H](C)CC)n3cc([C@@H](N)CO)nn3)CC2)nc(N2CCN(C(=O)[C@H](Cc3cc4ccccc4[nH]3)n3cc([C@@H](N)C(C)CC)nn3)CC2)n1 (stereo partly drawn)
22	CC(C)NC(=O)COc1nncc2ccccc12
23	N#Cc1c(-c2ccccc2)c(C#N)c2nc3ccccc3n2c1N
24	O=C(COC(=O)[C@@H]1CCCN1S(=O)(=O)c1ccc(Cl)cc1)NCC(F)(F)F

Screen / compound no.,17,18,19,20,21,22,23,24
ROMK primary,x,x,0.061,-1.2,x,0.26,0.0075,0.2
PPARg SRC1 recr,-4,7,3,4,3,-2,10,4
PPARg SRC-2 ag,6,2,3,-3,-1,4,1,2
Lmaj promast,-6,0,-2,100*,-1,-3,2,-6
S1P3 antag,13,-13,10,x,-12,0,6,-1
TLR4 MyD88 comp,-4,-7,1,-11,-28,5,-22,-9
bIAP inh,4,-13,2,18,-33,-19,11,3
SRC2 TRFRET art,1453,1595,1492,1555,1515,1510,1620,1595
bIAP activator,1,1.1,1,0.8,1.3,1.2,0.9,1
Redox H2O2 prof,1.5,-3.4,1.5,0.1,-0.3,-0.7,-0.1,-0.1
PPARg SRC-3 ag,-1,5,-3,1,2,2,0,-1

Full records, quoted from the list.
`CCOc1ccc(OCC)c(NC(=O)CCSCCc2ccccn2)c1` is listed as ROMK primary: 0.27; PPARg SRC1 recr: 1; PPARg SRC-2 ag: -2; Lmaj promast: 4; S1P3 antag: 9; TLR4 MyD88 comp: 8; bIAP inh: -3; SRC2 TRFRET art: 1539; bIAP activator: 1; Redox H2O2 prof: 0.6; PPARg SRC-3 ag: -2
`C=CCN(CC=C)Cc1ccc(C(=O)OC)o1` is listed as ROMK primary: x; PPARg SRC1 recr: 3; PPARg SRC-2 ag: 3; Lmaj promast: -2; S1P3 antag: x; TLR4 MyD88 comp: -2; bIAP inh: 6; SRC2 TRFRET art: 1634; bIAP activator: 0.9; Redox H2O2 prof: 0.7; PPARg SRC-3 ag: -2

Later entries
25	O=C(CN1C(=O)CCS(=O)(=O)c2ccccc21)Nc1cccc(Cl)c1
26	O=C(O)CCCCCn1c(SCc2cc(=O)n3cc(Cl)ccc3n2)nc2ccsc2c1=O
27	COc1ccc2c(c1)CCN=C2Cc1ccc(OC)c(OC)c1
28	COc1ccc(C(C(=O)NC2CCCCC2)N(C(=O)Cc2c[nH]c3ccccc23)c2ccc(NC(C)=O)cc2)cc1OC (stereo not drawn)
29	COc1ccccc1NC(=O)COC(=O)c1ccccc1OCC(=O)Nc1ccc(SC(F)F)cc1
30	CCOC(=O)C1=CN(CC2CCCO2)C=C(C(=O)OCC)C1c1ccccc1C(F)(F)F (stereo not drawn)
31	CCOc1ccc(N2C(=O)CC(S/C(N)=N/N=C/c3cccs3)C2=O)cc1 (stereo not drawn)
32	CC12CCC(C(=O)N(CC(O)CN3CCCCCC3)C1=O)C2(C)C (stereo not drawn)

Screen / compound no.,25,26,27,28,29,30,31,32
ROMK primary,x,-0.096,x,x,x,1.4,x,-0.46
PPARg SRC1 recr,11,4,2,3,9,7,-1,-2
PPARg SRC-2 ag,-2,8,-1,3,11,0,5,6
Lmaj promast,0,-5,-3,-7,-8,0,7,-3
S1P3 antag,x,-8,2,x,8,-33,-14,-1
TLR4 MyD88 comp,7,-6,-4,-8,-8,-45,-12,-2
bIAP inh,6,-27,-11,-12,36,10,39,-4
SRC2 TRFRET art,1697,1707,1652,1523,1566,1763,1564,1519
bIAP activator,0.9,1.3,1.1,1.1,0.6,0.9,0.6,1
Redox H2O2 prof,2.1,-0.5,0.1,0.0,0.6,-0.4,0.6,-0.2
PPARg SRC-3 ag,7,-1,9,-3,8,2,3,1

33	COc1ccc(C(=O)c2nc3c(n2O)CCCCC3)cc1
34	Cc1cc(C(=O)COC(=O)c2n[nH]c3ccccc23)c(C)n1CC1CCCO1 (stereo not drawn)
35	COc1cccc(NC(=O)CN(c2ccc(C)cc2)S(=O)(=O)c2c(C)nn(C)c2C)c1
36	COCc1c(C(=O)OCC(=O)N2c3ccccc3NC(=O)C2(C)C)oc2ccccc12
37	Cc1ccc(NN2C(=O)C=C(c3ccc(Cl)cc3)C2=O)cc1
38	COc1ccc(CCN(C)Cc2nc(Cc3ccc(OC)c(OC)c3)no2)cc1OC
39	CC1CCCCN1CC(=O)Nc1sccc1C#N (stereo not drawn)
40	Cn1c(=O)c2c(nc(N3CCCCCC3)n2CCSc2nc3ccccc3o2)n(C)c1=O

Screen / compound no.,33,34,35,36,37,38,39,40
ROMK primary,-0.031,x,x,1.3,0.99,-1.1,0.85,x
PPARg SRC1 recr,0,0,3,-6,0,1,1,-7
PPARg SRC-2 ag,-4,4,4,-4,7,-1,-8,-3
Lmaj promast,-1,3,39,0,6,4,-1,20
S1P3 antag,x,x,10,10,x,-14,x,-10
TLR4 MyD88 comp,-11,6,0,4,2,-4,6,5
bIAP inh,2,-20,-8,2,18,-2,10,2
SRC2 TRFRET art,1480,1761,1467,1375,1621,1512,1436,1386
bIAP activator,1,1.2,1.1,1,0.8,1,0.9,1
Redox H2O2 prof,0.3,2.1,-2.7,4.3,0.2,-0.7,0.3,-1.1
PPARg SRC-3 ag,8,2,3,-7,-5,-1,-1,-11

41	O=C1NC2(CCCCC2)N=C1c1ccc(Br)cc1
42	Cc1ccc(NC(=O)c2csc(-c3ccccc3)c2C)cc1
43	O=C(c1nc2ccccn2c1CNCCCn1ncc2ccccc21)N1CCOCC1
44	COc1ccc(C2=Nc3cccc4cccc(c34)N2)cc1
45	Cc1[nH]nc2c1C(c1ccc(N(C)C)cc1)C1=C(CC(C)(C)CC1=O)N2 (stereo not drawn)
46	CC(C)OCCCNCC(O)c1ccccc1 (stereo not drawn)
47	COC(=O)c1c(NC(=S)NC(=O)c2ccco2)sc2c1CCCC2
48	Cc1cc(C)nc(/N=C(\N)Nc2cc([N+](=O)[O-])ccc2C)n1
49	O=C(CNc1ccc(Br)cc1)c1ccccc1
50	Cc1ccc(S(=O)(=O)CC#CCOC(=O)c2ccc([N+](=O)[O-])cc2)cc1

Screen / compound no.,41,42,43,44,45,46,47,48,49,50
ROMK primary,x,0.22,-0.85,x,1.3,-0.68,x,x,x,x
PPARg SRC1 recr,-2,3,8,6,-4,-4,-6,2,-1,-3
PPARg SRC-2 ag,-2,4,-3,-10,-4,11,1,12,4,4
Lmaj promast,0,-3,2,10,6,0,34,19,6,100*
S1P3 antag,x,x,5,x,-6,-1,-15,x,x,x
TLR4 MyD88 comp,9,-1,3,-5,2,8,7,-1,-5,-4
bIAP inh,12,6,-10,25,-19,2,15,11,-2,7
SRC2 TRFRET art,1418,1506,1434,1483,1596,1597,1538,1729,1797,1535
bIAP activator,0.9,0.9,1.1,0.8,1.2,1,0.9,0.9,1,0.9
Redox H2O2 prof,-2.0,-1.7,-0.7,2.3,-0.6,-0.1,-0.1,-7.8,1.2,1.9
PPARg SRC-3 ag,1,0,-3,3,-2,-3,-1,2,0,0
